GLS inhibitor = blocks human kidney-isoform glutaminase activity | GLS enzymatic activity, qHTS titration | Potency, µM (highest dose often 45.5 µM), inactives show at the highest dose activity change, negative = inhibition, usual class: inhibitors | actives 0.21% (n = 410,000); note: potency is the fitted concentration of half-maximal effect; % is set by controls: 0 for no effect and ±100 for the full control effect
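hKGA in 45 mM KH2PO4 (pH 8.2), 0.02% Tween-20 with compound, then 1mM L-Glutamine (stock as added) plus glutamate oxidase/HRP/Amplex red coupling mix. Fluorescence read initially and after 30 min at RT; signal change reflects glutamate formation.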
JMJD2A Tudor inh = JMJD2A Tudor domain (human) inhibition; O75164; AlphaScreen JMJD2A-Tudor / H3K4me3 peptide binding; Potency, µM (series often up to 114 µM), inactives show at the top dose activity change, negative = inhibition, most hits filed as inhibitors; actives 4.4% (n = 390,000); AID 504339; note: potency is the fitted concentration of half-maximal effect; % is set by controls: 0 for no effect and ±100 for the full control effect; nearly all actives have a fitted effect of over 50% in size
Pol eta inh = DNA polymerase eta (human) inhibition | Q9Y253 | recombinant Pol eta, fluorescent DNA replication assay | Potency, µM (highest dose often 114 µM), without a hit: at the top dose activity change, negative = inhibition, usual class: inhibitors | actives 1.2% (n = 390,000); note: potency is the fitted concentration of half-maximal effect; % is set by controls: 0 for no effect and ±100 for the full control effect
Target sequence (Q9Y253 whole entry, looked up): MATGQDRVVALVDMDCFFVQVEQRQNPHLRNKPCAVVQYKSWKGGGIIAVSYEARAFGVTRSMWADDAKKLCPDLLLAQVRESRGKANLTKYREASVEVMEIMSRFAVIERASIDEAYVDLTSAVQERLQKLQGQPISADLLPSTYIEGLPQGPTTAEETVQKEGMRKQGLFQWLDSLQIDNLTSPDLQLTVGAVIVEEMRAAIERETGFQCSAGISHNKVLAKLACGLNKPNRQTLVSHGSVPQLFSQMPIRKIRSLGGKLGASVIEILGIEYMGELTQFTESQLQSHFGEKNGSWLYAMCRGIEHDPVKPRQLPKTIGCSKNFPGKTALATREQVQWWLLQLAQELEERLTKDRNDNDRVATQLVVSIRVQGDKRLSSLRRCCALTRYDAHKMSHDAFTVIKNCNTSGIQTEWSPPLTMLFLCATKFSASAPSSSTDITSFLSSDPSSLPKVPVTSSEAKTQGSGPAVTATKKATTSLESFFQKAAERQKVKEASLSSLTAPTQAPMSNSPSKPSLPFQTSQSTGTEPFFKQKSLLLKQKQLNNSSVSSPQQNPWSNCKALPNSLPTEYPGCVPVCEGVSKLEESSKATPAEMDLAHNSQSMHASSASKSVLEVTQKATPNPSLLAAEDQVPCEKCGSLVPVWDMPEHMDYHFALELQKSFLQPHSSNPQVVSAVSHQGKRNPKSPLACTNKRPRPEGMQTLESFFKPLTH
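Pol eta (10 nM) was preincubated with compounds for 15 min at room temperature, after which fluorescent replication substrate (50 nM final) was added to start the reaction. Fluorescence was read kinetically at 0 and 10 min.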
PI4K2A block = inhibitors of human PI4K2A. purified PI4K2A, ADP-Glo luminescence, 1 h; stronger effect = lower value. AID 1346378. activity change, negative = inhibition, % at 76.9 µM. Q9BTU6. actives 0.13% (n = 420,000); in the data active = activity change below about -50%; inconclusive = mostly about -30% to -49%;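 note: -100% = wells without enzyme as full effect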
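ADP-Glo luminescence measured ADP generated by PI4K2A enzyme (4 ug/mL before mixing) with 1.2 mM PI substrate (pre-mix) and 300 microM ATP (pre-mix). Tris pH7.5 buffer with MgCl2, Triton X-100; 1 h reaction at ambient temperature.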
Pin1 inh = inhibitors of human Pin1; Pin1 FP peptide displacement, HiFluor488, 10 min; Potency, µM (series often up to 115 µM), inactives show at the highest dose activity, negative = inhibition, usual class: inhibitors; actives 0.009% (n = 390,000); active = well fitted inhibition curve with a large enough effect in the polarisation, with a control signal flat, not every such curve was filed as active; inconclusive = small, poorly fitted or top-dose-only effect, or effect the other way, or a change in a side signal; inactive = no such curve, though single readings can be large or run the other way; the % refers to the polarisation; note: potency is the fitted concentration of half-maximal effect; % is set by controls: 0 for no effect and ±100 for the full control effect
Target sequence (Q13526 whole entry, looked up): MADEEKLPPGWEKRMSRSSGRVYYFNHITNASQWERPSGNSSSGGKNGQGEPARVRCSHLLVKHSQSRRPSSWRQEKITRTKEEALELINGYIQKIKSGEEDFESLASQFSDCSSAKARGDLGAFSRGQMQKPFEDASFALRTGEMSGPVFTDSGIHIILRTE
G9a block = inhibitors of human histone lysine methyltransferase G9a; AID 504332; actives 8.8% (n = 350,000); Potency, µM (doses to about 102 µM), for inactives: at the highest dose activity, negative = inhibition, usual class: inhibitors; Q96KQ7; G9a H3K9 monomethylation, AlphaScreen, 2 h; note: potency is the fitted concentration of half-maximal effect; % is set by controls: 0 for no effect and ±100 for the full control effect; nearly all actives have a fitted effect of over 75% in size
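Compounds were preincubated with 20 nM G9a for 15 min, after which biotinylated H3K9 peptide (500 nM) and SAM (20 uM) started a 2 h room-temperature reaction. Monomethylated product was quantified by antibody-based AlphaScreen chemiluminescence.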
HP1b chromo inh = inhibitors of HP1-beta chromodomain binding to methylated histone tails; AlphaScreen HP1-beta / biotin-H3K9me3 peptide binding; Potency, µM (highest dose often 114 µM), for the others: top-dose activity change, negative = inhibition, most hits filed as inhibitors; actives 0.56% (n = 390,000); note: potency is the fitted concentration of half-maximal effect; nearly all actives have a fitted effect of over 70% in size; inactives centre near 23
Target sequence (P83916 whole entry, looked up): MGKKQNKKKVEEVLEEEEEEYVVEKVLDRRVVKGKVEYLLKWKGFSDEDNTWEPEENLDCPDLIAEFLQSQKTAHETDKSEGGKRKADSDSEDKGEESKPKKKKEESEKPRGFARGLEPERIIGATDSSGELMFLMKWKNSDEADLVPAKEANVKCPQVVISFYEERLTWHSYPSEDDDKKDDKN
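Compound inhibition of the preformed complex between 50 nM HP1-beta and 50 nM biotinylated H3K9me3 peptide was read by AlphaScreen. Buffer was PBS pH 7.4 with 0.01% Tween-20. Incubations ran 30 min at room temperature, with 10 ug/mL donor/acceptor beads.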
PGK inhibitor = T. brucei PGK inhibition. PGK/GAPDH coupled, Kinase-Glo luminescence, 60 min. Potency, µM (titrated, usually from 57.5 µM), for the others: top-dose activity change, negative = inhibition, actives largely listed as inhibitors. actives 0.043% (n = 380,000). AID 602233; note: potency is the fitted concentration of half-maximal effect; % is set by controls: 0 for no effect and ±100 for the full control effect; nearly all actives have a fitted effect of over 60% in size
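Luminescent ATP detection (Kinase-Glo Plus) follows a 60-minute room-temperature incubation, with wells lacking PGK as controls. Buffer: 100 mM TEA (pH 7.6), 5 mM MgCl2, 0.01% Tween-20. Coupling enzyme GAPDH (100 nM final) supplies unstable 1,3-BPG in-well.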
BAZ2B inh = inhibitors of human BAZ2B bromodomain. Q9UIF8. AlphaScreen BAZ2B-H3K14Ac peptide displacement. Potency, µM (series often up to 114 µM), for the others: top-dose activity change, negative = inhibition, most hits filed as inhibitors. actives 4.4% (n = 360,000); note: potency is the fitted concentration of half-maximal effect; % is set by controls: 0 for no effect and ±100 for the full control effect; nearly all actives have a fitted effect of over 60% in size
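BAZ2B (50 nM) with biotin-H3(5-23)K14Ac peptide (50 nM) in PBS pH 7.4, 0.01% Tween-20, preformed 30 min, then compound 30 min at room temperature; top concentration 110uM. AlphaScreen streptavidin donor/nickel chelate acceptor beads (10 ug/mL final), 20 min dark, signal read.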
Numbers without * were called inactive; i = inactive; ? = inconclusive; · = no result given; & = joins results of further samples; [ ] = dose if it differs, or a comment. Unless noted, calls come from the whole dose curve; as a rule, active = well fitted curve in the direction sought with a large enough effect; inconclusive = small, poorly fitted or top-dose-only effect, or another doubt; inactive = no such curve, though single readings can be large; an effect the other way counts as inactive or inconclusive. The list is partial; the hit share may differ from the screen's.

Results follow in this order: GLS inhibitor | JMJD2A Tudor inh | Pol eta inh | PI4K2A block | Pin1 inh | G9a block | HP1b chromo inh | PGK inhibitor | BAZ2B inh
(1) c1ccc(-c2nnc(C3CC(c4cccnc4)=NO3)o2)cc1 (stereo not drawn)
  -8.2% | 0.7% | -8.8% | 6.9 | -4.1% | -0.9%[12.7 µM] | 39.4%[activator] | -8.4% | 17.2%
(2) Cc1ncoc1C(=O)NCC1=C(c2cccc3ccccc23)C[C@@H]2CC[C@H]1N2Cc1ccco1
  -2.9% | · | -25.2% | -3.4 | · | · | · | 6.8% | ·
(3) O=[N+]([O-])c1cccc2c([As](=O)(O)O)cccc12
  4.6% | -1.5% | 11.6% | 7.6 | 7.0% | ? | 41.9%[activator] | 7.4% | -0.7%
(4) CCNC(=O)NC(=O)C(C)OC(=O)c1c(C)nn(Cc2ccccc2Cl)c1Cl (stereo not drawn)
  4.3% | -17.1% | -18.8% | 0.8 | 0.3% | 19.8%[59 µM] | 6.0% | -7.2% | 3.1%
(5) Cc1cccc(Cn2c(=O)n(Cc3ccc(C(=O)NC4CCN(Cc5ccccc5)CC4)cc3)c(=O)c3ccccc32)c1
  6.0% | -4.4% | -6.1% | -7.9 | 55.8%[activator] | -2.2%[59 µM] | 21.4% | -0.3% | -1.5%
(6) Cc1cccc(C)c1OP(N)(=O)Oc1c(C)cccc1C
  1.3% | -10.5% | -6.2% | 3.4 | 10.7% | 9.0% | 40.9%[activator] | -9.3% | 1.5%
(7) OC1(c2ccc(F)cc2)CC2CCC(C1)N2Cc1nnnn1C1CCCCC1 (stereo not drawn)
  0.0% | -11.9% | -4.0% | 8.1 | -2.4% | 48.6%[59 µM] | 30.7% | i | -2.7%
(8) O=Cc1c(C(=O)O)n(Cc2ccc(Cl)cc2)c2ccccc12
  23.0% | -31.4% | 50.1µM* | 1.3 | ? | -12.0% | 49.2%[activator] | -10.9% | -9.1%
(9) CCC(=NCCCN(CC)CC)c1c(O)n(C2CCCCC2)c(=O)[nH]c1=O
  -6.4% | -5.4% | -8.0% | -3.4 | -8.2% | 56.2µM* | 31.5%[activator] | i | -4.3%
(10) CC12CCC(=O)C=C1CC(N1CC1)C1C2CCC2(C)C(O)CCC12 (stereo not drawn)
  -8.1% | -16.0% | -0.3% | 4.6 | -5.4% | · | 24.7% | -3.1% | ·
(11) CN1C(=O)CCS(=O)(=O)C1c1ccc(Cl)cc1 (stereo not drawn)
  -7.7%&-23.6% | · | -1.8%[57.1 µM] | 3.7&0.7&-0.9 | · | 26.7%[59 µM] | · | · | ·
(12) CCc1cc2c(N3CCN(C)CC3)ncnc2s1
  10.2% | -24.1% | 5.0% | 2.1 | -3.6% | ? | 17.6% | i | 9.4%
(13) COC(=O)C1=C(c2cccc(OCc3ccccc3)c2)C[C@@H]2CC[C@H]1N2C(=O)NCCN1CCOCC1
  3.3% | -7.1% | -12.8% | 3.9 | 6.4% | 15.4%[2.33 µM] | 28.8% | -1.1% | ?
(14) Oc1cccc(/C=N/NP(=S)(c2ccccc2)c2ccccc2)c1
  12.5% | -43.7% | -3.6% | 2.9 | 3.2% | -41.3%[59 µM] | -4.8% | -1.6% | -32.8%
(15) CCCCCCN1CCN(c2ccccc2Cl)CC1
  3.3% | 56.2µM* | -0.5% | -2.0 | 3.0% | 6.2% | -19.3% | -1.2% | 70.8µM*

The list continues:
Results follow in this order: GLS inhibitor | JMJD2A Tudor inh | Pol eta inh | PI4K2A block | Pin1 inh | G9a block | HP1b chromo inh | PGK inhibitor | BAZ2B inh
(16) CCCOC(=O)c1ccc(OC(=O)c2ccco2)cc1
  6.3% | 73.7%[activator] | -8.8% | 6.4 | -0.4% | 2.0%[59 µM] | 75.8%[activator] | -10.3% | 21.7%
(17) NNCc1ccccc1
  -21.6% | 20µM* | -6.9% | 0.7 | -2.7% | -50.9%[2.33 µM] | -28.1% | -1.3% | ·
(18) CCN1CCc2ccccc2C1
  -3.3% | -13.2%[11.4 µM] | 37.2%[activator] | -2.2 | -11.8% | ? | 37.9%[activator] | i | -8.1%
(19) CN=C(SCc1cc2c(cc1Cl)OCO2)c1c(O)n(C)c(=O)n(C)c1=O
  11.5% | -7.9% | 4.0% | -4.7 | 3.9% | ? | 76.5%[activator] | 3.0% | -2.7%
(20) Cc1ccccc1C(=O)N1Cc2cnnn2-c2ccccc2C1C#N (stereo not drawn)
  -8.7% | -10.1% | -12.5% | 4.5 | 1.6% | · | 38.8% | -1.1% | ·
(21) COC(=O)C1=C(c2cccc(OC)c2OC)C[C@@H]2CC[C@H]1N2C(=O)NCc1ccccc1
  3.3% | -13.6% | -16.7% | -5.9 | 2.8% | · | 44.8%[activator] | i | ·
(22) COc1cccc(CN2CCc3nc(N4CCN(c5ncccn5)CC4)ncc3C2)c1
  1.3% | 63.1µM* | -18.1% | -4.0 | 1.2% | -1.4%[12.7 µM] | -6.7% | -8.0% | 39.8µM*
(23) Cc1cccc(NC(=O)N2C[C@H]3C[C@@H](C2)c2cccc(=O)n2C3)c1
  7.5% | -14.3% | -13.6% | -0.2 | -1.4% | -9.6%[12.7 µM] | 18.4% | 10.4% | 2.5%
(24) O=C(NCCc1ccccc1)c1ccc2nccnc2c1
  -8.3% | 3.5% | 1.2% | -1.2 | 8.8% | 11.9% | 39.9%[activator] | -3.5% | -3.1%
(25) COC(=O)C1=C(c2ccc(F)cc2OCc2ccccc2)C[C@@H]2CC[C@H]1N2C(=O)NCc1ccccc1OC
  -4.2% | -15.9% | -16.7% | 1.4 | 5.2% | 2.8%[2.33 µM] | 28.4% | -0.9% | -1.3%
(26) CCCCCC1(C(C)C)C(=O)NC(=S)NC1=O
  -0.4% | -4.2% | -17.1% | -2.2 | -0.1% | · | 37.4% | 3.2% | ·
(27) COc1ccc(/C=C/C2=CCN(C)CC2)cc1
  18.2% | -17.7% | -0.9% | -4.7 | 0.8% | 79.4µM* | 28.1% | -3.9% | -21.3%
(28) CCOC(=O)C1C(OC(=O)c2ccccc2)CC2CCC1N2C (stereo not drawn)
  -3.0% | -17.2% | 1.3% | -1.6 | -6.1% | · | 19.2% | -1.0% | ·
(29) CC(C)CCC1(CN2CCCC2=O)C(=O)NC(=O)NC1=O
  6.6% | -13.6% | -3.8% | -8.2 | -4.4% | -17.9%[59 µM] | 26.7% | 1.6% | 2.9%
(30) O=c1cc(-c2ccc(O)c(O)c2)oc2c(C3O[C@H](CO)[C@@H](O)[C@H](O)[C@H]3O)c(O)cc(O)c12 (stereo partly drawn)
  -7.6% | ? | ? | -2.3 | ? | 79.4µM* | 4.2% | 5.1% | ?

Continuation.
Results follow in this order: GLS inhibitor | JMJD2A Tudor inh | Pol eta inh | PI4K2A block | Pin1 inh | G9a block | HP1b chromo inh | PGK inhibitor | BAZ2B inh
(31) CCOc1ccc2nc(NC(=O)c3cccn(Cc4ccccc4Cl)c3=O)sc2c1
  -2.3% | -11.0% | -8.9% | 3.8 | -3.6% | -1.1%[59 µM] | 8.3%[57 µM] | -3.5% | 5.3%
(32) Cc1c(C(=O)N2CCC3(CC2)OCCO3)sc2ncnc(N3CCc4ccccc4C3)c12
  -0.5% | -18.1% | -14.0% | 1.6 | -0.7% | -48.5% | 38.6% | i | ?
(33) O=C1OCCC1NC1=NCCC1 (stereo not drawn)
  4.7% | -11.8% | 8.5% | -2.7 | -5.0% | -45.5% | 37.9%[activator] | -2.0% | -1.8%
(34) Cc1nn(-c2ccccc2)c(Cl)c1/C=C(/CC(=O)O)c1nc2ccccc2s1
  14.2% | -13.1% | -12.6% | 6.9 | 10.9% | · | 21.0% | -4.3% | ·
(35) Cc1ccc(-c2cc(C(F)F)n3ncc(C(=O)N4CCC5(CC4)OCCO5)c3n2)cc1
  -0.7% | 12.2% | -12.3% | -2.3 | -2.8% | -2.9%[59 µM] | 40.3%[activator] | -0.7% | 8.7%
(36) C=CCN1C(=O)/C(=C\c2ccc(N3CCOCC3)o2)C(=O)NC1=S
  -10.4% | -9.3% | 28.2µM* | -5.7 | ? | 8.91µM* | 0.9% | -16.1% | 0.9%
(37) Cc1ccc(Cn2ccccc2=N)cc1
  -10.9% | 5.4% | -16.1% | 1.8 | -5.3% | 6.4% | 23.0% | 4.2% | -3.3%
(38) O=C1CC(=O)N(c2cccc(C(F)(F)F)c2)C(=O)N1
  -1.4% | -12.4% | -6.8% | -1.0 | 33.0%[activator] | 21.3% | 14.9% | · | 3.1%
(39) Clc1ccccc1N1CCN(Cc2ccc3c(c2)OCO3)CC1
  0.0% | 28.2µM* | -22.3% | 7.4 | 6.3% | -30.8%[12.7 µM] | ? | 6.5% | 79.4µM*
(40) O=C(C[N+]12CCC(CC1)C(CO)C2)c1ccc(Br)cc1 (stereo not drawn)
  -13.6% | -7.0% | -10.6% | 0.6 | -8.9% | 1.9% | 21.3% | -9.7% | -6.9%

An excerpt of these results, as tab-separated lines.
item	molecule	GLS inhibitor	JMJD2A Tudor inh	Pol eta inh	PI4K2A block	Pin1 inh	G9a block	HP1b chromo inh	PGK inhibitor	BAZ2B inh
36	C=CCN1C(=O)/C(=C\c2ccc(N3CCOCC3)o2)C(=O)NC1=S	-10.4%	-9.3%	28.2µM*	-5.7	?	8.91µM*	0.9%	-16.1%	0.9%
32	Cc1c(C(=O)N2CCC3(CC2)OCCO3)sc2ncnc(N3CCc4ccccc4C3)c12	-0.5%	-18.1%	-14.0%	1.6	-0.7%	-48.5%	38.6%	i	?
31	CCOc1ccc2nc(NC(=O)c3cccn(Cc4ccccc4Cl)c3=O)sc2c1	-2.3%	-11.0%	-8.9%	3.8	-3.6%	-1.1%[59 µM]	8.3%[57 µM]	-3.5%	5.3%

Source: PubChem
